CASP6 VEID inh: inhibitors of human caspase-6. 350,000 tested, 0.53% active. inhibition, % at 12.5 µM. purified caspase-6, Z-VEID-R110 cleavage fluorescence. P55212;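 active means mean inhibition across replicates at least about 35%, with every replicate also reaching that limit, limit read from the data; inconclusive means only one of the two criteria met; inactive means neither criterion met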;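 further: 0% = median of neutral control wells and 100% = no fluorescence left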
Target sequence (P55212 24-179 limits assumed): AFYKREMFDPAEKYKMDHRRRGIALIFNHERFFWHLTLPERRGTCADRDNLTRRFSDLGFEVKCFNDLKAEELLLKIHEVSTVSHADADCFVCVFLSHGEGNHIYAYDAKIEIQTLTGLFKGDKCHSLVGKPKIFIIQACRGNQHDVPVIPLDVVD
Target sequence (P55212 194-293 limits assumed): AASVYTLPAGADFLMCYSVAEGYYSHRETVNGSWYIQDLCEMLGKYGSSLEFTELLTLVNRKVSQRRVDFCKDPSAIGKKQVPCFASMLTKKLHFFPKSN
RAD52 inh: RAD52 (human) annealing inhibition; P43351; recombinant RAD52 DNA annealing, FRET fluorescence; inhibition, % at 18.7 µM; 360,000 tested, 0.46% active; AID 651710;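 active means every replicate showing at least 50% inhibition; inconclusive means mean inhibition at least 50% but not in every replicate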
Target sequence (P43351 whole entry, looked up): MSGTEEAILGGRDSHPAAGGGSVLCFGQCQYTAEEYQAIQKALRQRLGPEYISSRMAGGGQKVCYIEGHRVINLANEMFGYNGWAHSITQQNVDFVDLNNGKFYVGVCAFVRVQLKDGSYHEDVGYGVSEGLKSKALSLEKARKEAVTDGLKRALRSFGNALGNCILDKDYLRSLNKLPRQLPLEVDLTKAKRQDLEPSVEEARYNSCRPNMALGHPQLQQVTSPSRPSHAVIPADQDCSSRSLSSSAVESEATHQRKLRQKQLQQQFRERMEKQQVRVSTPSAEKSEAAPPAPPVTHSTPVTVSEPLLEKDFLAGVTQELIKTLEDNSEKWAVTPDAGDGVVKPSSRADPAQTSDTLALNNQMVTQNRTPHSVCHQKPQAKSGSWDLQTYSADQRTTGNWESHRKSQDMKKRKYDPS
F508del corr: CFTR F508del correction in bronchial cells; activity (quench increase), % at 7.58 µM; 350,000 tested, 0.36% active; CFBE cells, YFP halide quenching; stimulated with forskolin plus potentiator P3; % fluorescence drop versus neutral controls; AID 720511;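 active means mean added fluorescence quench of at least 8% versus neutral control, with both replicates also reaching 8%; inconclusive means only one of the mean or replicate conditions met; inactive means mean below 8% and not both replicates reaching 8%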;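 further: cells transiently co-express mutant CFTR-F508del with the halide-sensitive YFP; corrector assay measuring rescue of mutant channel to the surface after 24 h compound exposure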
RAD54 inh: inhibitors of human RAD54 branch migration; Q92698; RAD54 Holliday junction branch migration, FAM/BHQ fluorescence; inhibition, % at 10.4 µM; 360,000 tested, 0.14% active; AID 602329;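 active means mean normalized replicate activity at least 40 and at least half of replicates scoring 40 or more; inconclusive means only one of the two criteria met; inactive means mean below 40 and under half of replicates reaching 40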;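 further: 0% = median of neutral control wells and 100% = median of positive control wells; inhibitors cause a drop in the FAM fluorescence signal; in these data hits start at about 50%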
GSIS activator: GLuc luminescence reporter in INS-1E cells, primary screen for activators of glucose-dependent secretion of insulin; 370,000 tested, 0.61% active; INS-1E GLuc reporter insulin secretion, 2-3 h; activation, % at 16.6 µM; AID 743287;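 active means lowest replicate activation of at least 40%, so every replicate reaches that level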;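 further: 0% = median of neutral control wells and 100% = median of IBMX positive control wells; some compounds called inactive have numbers as strong as hits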
Xi reactivation: activators of X-chromosome reactivation in mouse fibroblasts | XiGFP mouse fibroblasts, % GFP-positive cells imaging, 3 d; cells co-treated with 5-aza-dC sensitizer; scaled so ellipticine positive control = 100% | activation, % at 7.58 µM | 360,000 tested, 0.055% active;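 active means mean normalized replicate activation at least 10% and every replicate at or above 10%; inconclusive means only one of the two criteria met; inactive means mean below 10% and not all replicates reach 10%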;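 further: 0% = median of on-plate neutral control wells and 100% = ellipticine 6 µM median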
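System: XiGFP fibroblasts, SV40-immortalized. Medium: DMEM plus 5-aza-dC sensitizer. Doses: single point. Timing: 3 d treatment, 15 min room-temperature fixation. Control set: ellipticine 6 µM.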
DENV2 CPE: protects cells from dengue virus 2 cytopathic effect | AID 651640 | DENV2-infected cells, cytopathic effect rescue, plate reader | CPE inhibition, % at 9.99 µM | 350,000 tested, 1.7% active; in the data active means CPE inhibition above about 20%, passing the limit was not always enough; inconclusive means no clear call, values can overlap the other calls; tested in BHK-21 cells;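 further: 0% = median of neutral control wells and 100% = median of positive control wells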
E-selectin induc: induces E-selectin expression in human endothelial cells | activation, % at 7.58 µM | HUVEC E-selectin immunofluorescence imaging; normalized: neutral wells 0, TNF-alpha wells 100 | P16581 | 260,000 tested, 0.37% active;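 active means mean E-selectin-positive cell signal at least 10% of the positive control, reached in at least 60% of replicates, without over 20% cell loss; inconclusive means no rule given, readout overlaps actives, possibly toxicity-flagged; inactive means the rest, including those meeting only one limit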;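 further: in these data hits start at about 27%; measured in HUVEC primary endothelial cells; signal is the percent of cells scored E-selectin positive by PE staining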
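material = human umbilical vein endothelial cells (HUVEC), E-selectin induction | quantity = 3,000 cells/well | medium = EGM-2 growth medium on 0.1% gelatin-coated wells | technique = immunofluorescence imaging | read-out basis = % PE-positive cells | control set = TNF-alpha positive control, DMSO neutral control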
Numbers without * were called inactive; ? = inconclusive; . = not tested or not shown; & = joins results of further samples.

nr | canonical_smiles | CASP6 VEID inh | RAD52 inh | F508del corr | RAD54 inh | GSIS activator | Xi reactivation | DENV2 CPE | E-selectin induc
1 | CCN(CC(=O)Nc1c(F)cccc1F)C(=O)c1ccc(COc2ccccc2)o1 | 2 | -2 | -0.5 | 7 | 18 | 0.0 | 0 | -0.7
2 | O=C(Nc1ccccc1)C1CCCN1/C=C/C(=O)C(F)(F)F (stereo not given) | 1 | -6 | 1.7 | -1 | -10 | -0.1 | 0 | 1.8
3 | Cc1nc2scc(-c3ccc(Cl)cc3)c2c(=O)n1N | 0 | -20 | -4.3 | . | -2 | 0.2 | -4 | .
4 | CCCN1C[C@H](C)[C@@H](OC)CN(C)C(=O)c2ccc(NC(=O)C3CCC3)cc2OC[C@@H]1C | -2 | -9 | 1.8 | 3 | -3 | -0.1 | 9 | 0.0
5 | CSCc1nc2scc(-c3ccccc3)c2c(=O)[nH]1 | -4 | -12 | 2.3 | . | 11 | 0.4 | -5 | -1.1
6 | COc1cc([N+](=O)[O-])cc(/C=N/NC(=O)c2cncc(Br)c2)c1O | 27 | -28 | 0.1 | -4 | -5 | . | 2 | -0.2
7 | CCOC(=O)c1cn(Cc2c(C)c(C)c(C)c(C)c2C)nn1 | 0 | 2 | 2.0 | 1 | -7 | 0.0 | 3 | .
8 | O=C(COC(=O)/C=C/c1cc(Br)ccc1F)Nc1ccc2[nH]c(=O)[nH]c2c1 | 0 | 16 | -7.1 | 2 | 4 | 0.7 | 0 | .
9 | Cc1noc(C)c1S(=O)(=O)Nc1ccc2c(c1)C(=O)N([C@H](C)CO)C[C@H](C)[C@H](CN(C)C(=O)Nc1ccccc1)O2 | 3 | -8 | -1.4 | -1 | 0 | -0.1 | -1 | -0.1
10 | C[C@H]1CN([C@@H](C)CO)C(=O)Cc2cc(NC(=O)CCN3CCOCC3)ccc2O[C@H]1CN(C)C(=O)Nc1cccc2ccccc12 | 8 | -19 | -2.8 | 0 | . | . | 0 | .
11 | C[C@@H]1CN([C@H](C)CO)C(=O)c2cc(NC(=O)Nc3ccccc3)ccc2O[C@@H]1CN(C)Cc1ccncc1 | 2 | -7 | 5.1 | -3 | 6 | -0.3 | 8 | 0.3
12 | NCCNC(=O)c1c(O)c2cccc3c2n(c1=O)CCC3 | -39 | 32 | -0.2 | 29 | 23 | 0.0 | 3 | .
13 | C[C@@H]1CCCCO[C@H](CN(C)C(=O)Nc2ccc(C(F)(F)F)cc2)[C@@H](C)CN([C@H](C)CO)C(=O)c2cc(NC(=O)Nc3ccc4c(c3)OCO4)ccc2O1 | -3&0 | 22&-9 | 0.4&3.9 | -8&4 | 7&4 | 0.1 | 0&-5 | 3.0
14 | Cc1[nH]n(C(N)=S)c(=O)c1N=Nc1ccc(Br)cc1 | -1 | 4 | 1.3 | 2 | -29 | 0.0 | 6 | 1.0
15 | CCOc1cc(/C=N/NC(=O)c2ccncc2)cc(Cl)c1OS(C)(=O)=O | -1 | -19 | -1.0 | 8 | 8 | -0.1 | -7 | .

Brought forward from above: 2 compounds, then new ones.
nr | canonical_smiles | CASP6 VEID inh | RAD52 inh | F508del corr | RAD54 inh | GSIS activator | Xi reactivation | DENV2 CPE | E-selectin induc
14 | Cc1[nH]n(C(N)=S)c(=O)c1N=Nc1ccc(Br)cc1 | -1 | 4 | 1.3 | 2 | -29 | 0.0 | 6 | 1.0
15 | CCOc1cc(/C=N/NC(=O)c2ccncc2)cc(Cl)c1OS(C)(=O)=O | -1 | -19 | -1.0 | 8 | 8 | -0.1 | -7 | .
16 | C[C@H](CO)N1C[C@H](C)[C@H](CN(C)S(=O)(=O)c2cn(C)cn2)Oc2ccc(NS(=O)(=O)c3cccs3)cc2C1=O | -1 | -2 | -0.3 | 4 | 7 | -0.8 | -9 | -3.0
17 | C[C@H]1CN([C@@H](C)CO)C(=O)Cc2cc(NS(=O)(=O)c3ccc(Cl)cc3)ccc2O[C@H]1CN(C)CC1CC1 | 0 | 7 | 0.2 | 2 | 6 | -0.2 | 6 | -0.4
18 | O=C(CCC(=O)c1cccs1)NCc1ccncc1 | 1 | -4 | -4.1 | -4 | -6 | 0.0 | 5 | -1.2
19 | CC(C)n1nccc1N(Cc1ccc(Br)cc1)S(=O)(=O)c1ccccc1 | 0 | -26 | -1.0 | -15 | -26 | 0.1 | 0 | .
20 | COc1cc(N=c2ssnc2Cl)c(OC)cc1Cl | -5 | -6 | 0.9 | -6&-3 | . | 0.3 | ? | 0.2
21 | Clc1ccc(-c2csc3ncnc(N4CCc5ccccc5C4)c23)cc1 | 3 | -18 | . | . | 23 | 0.1 | -1 | 0.4
22 | C[C@H](CO)N1C[C@H](C)[C@H](CN(C)C(=O)C2CCCCC2)Oc2cc(C3=CCCCC3)ccc2S1(=O)=O | 2 | 9 | 2.0 | 2 | -27 | 0.5 | -5 | -0.1
23 | O=C(Cn1cc(C(F)(F)F)ccc1=O)N1CCc2ccccc2C1 | -2 | 3 | -6.5 | -1 | -27 | 0.0 | -1 | -0.2
24 | COc1ccc(S(=O)(=O)N2CCC(C(=O)N[C@H](C(=O)N3CCCC3)C(C)C)CC2)cc1 | -1 | -1 | 0.3 | -3 | -11 | 0.2 | -1 | .
25 | O=C(NCCO)c1ccc2nc(Cc3cccc(Cl)c3)oc2c1 | 0 | 1 | -1.9 | 6 | -3 | 0.0 | -6 | 0.7
26 | Cc1nc(CCNC(=O)COc2ccccc2)cs1 | 0 | -2 | -1.5 | -8 | . | 0.3 | 0 | .
27 | CCCc1c(-c2ccc(F)cc2F)ncn1Cc1cccc(-c2ccccc2)c1 | -9 | -12 | 4.1 | . | -12 | 0.1 | -2 | -0.3
28 | C[C@H]1C=C(C(=O)NCc2nc3ccccc3[nH]2)O[C@@H](OCCCCO)C1 | . | . | -0.5 | -1 | 3 | 0.4 | . | 0.0
29 | O=c1[nH][nH]c2c1C(c1ccc(F)cc1)OC(CCc1ccccc1)C2 (stereo not given) | -2 | -4 | -2.7 | . | 2 | 0.9 | 14 | 0.4
30 | CCN1CCN(C(=O)c2cc3nc(-c4ccccc4)cc(C(F)(F)F)n3n2)CC1 | 0 | -4 | . | 12 | -8 | . | . | .
31 | COc1ccc(NC(=S)N(Cc2cccnc2)Cc2ccco2)cc1 | -1 | -20 | 3.6 | . | -2 | 0.1 | . | -0.2
32 | O=C(NCCC(=O)N1CCN(c2ccccc2O)CC1)c1ccc(Br)cc1 | 2 | -18 | 2.5 | -15 | -4 | 0.7 | 11 | .

Some of these compounds in order of count of non-hydrogen atoms, descending:
nr | canonical_smiles | CASP6 VEID inh | RAD52 inh | F508del corr | RAD54 inh | GSIS activator | Xi reactivation | DENV2 CPE | E-selectin induc
17 | C[C@H]1CN([C@@H](C)CO)C(=O)Cc2cc(NS(=O)(=O)c3ccc(Cl)cc3)ccc2O[C@H]1CN(C)CC1CC1 | 0 | 7 | 0.2 | 2 | 6 | -0.2 | 6 | -0.4
22 | C[C@H](CO)N1C[C@H](C)[C@H](CN(C)C(=O)C2CCCCC2)Oc2cc(C3=CCCCC3)ccc2S1(=O)=O | 2 | 9 | 2.0 | 2 | -27 | 0.5 | -5 | -0.1
1 | CCN(CC(=O)Nc1c(F)cccc1F)C(=O)c1ccc(COc2ccccc2)o1 | 2 | -2 | -0.5 | 7 | 18 | 0.0 | 0 | -0.7
8 | O=C(COC(=O)/C=C/c1cc(Br)ccc1F)Nc1ccc2[nH]c(=O)[nH]c2c1 | 0 | 16 | -7.1 | 2 | 4 | 0.7 | 0 | .
2 | O=C(Nc1ccccc1)C1CCCN1/C=C/C(=O)C(F)(F)F (stereo not given) | 1 | -6 | 1.7 | -1 | -10 | -0.1 | 0 | 1.8
12 | NCCNC(=O)c1c(O)c2cccc3c2n(c1=O)CCC3 | -39 | 32 | -0.2 | 29 | 23 | 0.0 | 3 | .

Pulled by compound from the list above:
nr | canonical_smiles | CASP6 VEID inh | RAD52 inh | F508del corr | RAD54 inh | GSIS activator | Xi reactivation | DENV2 CPE | E-selectin induc
17 | C[C@H]1CN([C@@H](C)CO)C(=O)Cc2cc(NS(=O)(=O)c3ccc(Cl)cc3)ccc2O[C@H]1CN(C)CC1CC1 | 0 | 7 | 0.2 | 2 | 6 | -0.2 | 6 | -0.4
29 | O=c1[nH][nH]c2c1C(c1ccc(F)cc1)OC(CCc1ccccc1)C2 (stereo not given) | -2 | -4 | -2.7 | . | 2 | 0.9 | 14 | 0.4
21 | Clc1ccc(-c2csc3ncnc(N4CCc5ccccc5C4)c23)cc1 | 3 | -18 | . | . | 23 | 0.1 | -1 | 0.4

Assay outcomes deposited in PubChem by Broad Institute.
